PME-1 inh: PME-1 inhibitors via competitive probe labeling, primary screen, biochemical, fluorescence polarization, FP-Rh probe, HTS. 320,000 compounds, 0.53% hits. recombinant PME-1. inhibition, % at 5.9 µM. AID 2130, 2009;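 active = inhibition above the campaign mean of all compounds plus 3 SD, cut at about 26% in these data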;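 also: competitive labeling of PME-1 active site by serine hydrolase directed probe; 0% = PME-1 with DMSO and 100% = wells lacking PME-1 enzyme; inhibitors block probe labeling so polarization falls and inhibition rises; many of its hits are not listed in these tables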
PAFAH1B3 inh: PAFAH1B3 enzyme inhibitors, primary screen, biochemical, fluorescence polarization, human; Platelet-activating factor acetylhydrolase IB subunit alpha1 (Homo sapiens), Q15102; recombinant PAFAH1B3, FP-rhodamine probe; inhibition, % at 3.39 µM; 340,000 compounds, 0.28% hits; AID 492972, 2010;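 active = inhibition above the screen-wide average of all tested compounds plus 3 SD, cut at about 25% in these data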;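 also: 0% = enzyme with DMSO only and 100% = wells lacking PAFAH1B3 protein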
Target sequence (Q15102 whole entry, looked up): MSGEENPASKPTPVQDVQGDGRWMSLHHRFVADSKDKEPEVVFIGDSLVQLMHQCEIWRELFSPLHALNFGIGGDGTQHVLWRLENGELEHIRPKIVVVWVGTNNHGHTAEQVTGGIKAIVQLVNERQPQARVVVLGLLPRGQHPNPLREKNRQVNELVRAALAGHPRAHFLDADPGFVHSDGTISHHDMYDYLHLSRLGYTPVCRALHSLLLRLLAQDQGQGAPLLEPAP
Fam108B counter: mouse Fam108B serine hydrolase inhibitors, primary screen, counter-screen for RBBP9 inhibitor project, biochemical, fluorescence polarization; recombinant Fam108B, FP-Rh probe fluorescence polarization; inhibition, % at 9.51 µM; 300,000 compounds, 0.33% hits;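 active = inhibition above the screen mean inhibition plus 3 SD, computed separately per campaign, cut at about 18% in these data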;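 also: inhibitors lower polarization as less probe binds the enzyme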
GSTO1 counter: inhibitors of recombinant GSTO1, primary screen, counter-screen for RBBP9 inhibitor project, biochemical, fluorescence polarization; Glutathione S-transferase omega-1 (Homo sapiens), P78417; activity-based probe fluorescence polarization; inhibition, % at 5.96 µM; 300,000 compounds, 1.1% hits; AID 1974, 2009;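 active = inhibition above the campaign mean inhibition plus 3 SD, cut at about 35% in these data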;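 also: 0% = GSTO1-1 with DMSO and 100% = wells lacking GSTO1-1 enzyme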
pPAFAH FP inh: pPAFAH enzyme inhibitors, primary screen, biochemical, fluorescence polarization, human. Platelet-activating factor acetylhydrolase (Homo sapiens), Q13093. recombinant pPAFAH, FP-rhodamine probe fluorescence polarization. inhibition, % at 3.39 µM. 330,000 compounds, 1.5% hits. AID 463082, 2010;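 active = inhibition above the mean inhibition across the screen plus 3 SD, cut at about 25% in these data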;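 also: inhibitors block binding of the rhodamine activity-based probe so polarization drops; 0% = enzyme with DMSO and 100% = wells lacking pPAFAH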
Target sequence (Q13093 whole entry, looked up): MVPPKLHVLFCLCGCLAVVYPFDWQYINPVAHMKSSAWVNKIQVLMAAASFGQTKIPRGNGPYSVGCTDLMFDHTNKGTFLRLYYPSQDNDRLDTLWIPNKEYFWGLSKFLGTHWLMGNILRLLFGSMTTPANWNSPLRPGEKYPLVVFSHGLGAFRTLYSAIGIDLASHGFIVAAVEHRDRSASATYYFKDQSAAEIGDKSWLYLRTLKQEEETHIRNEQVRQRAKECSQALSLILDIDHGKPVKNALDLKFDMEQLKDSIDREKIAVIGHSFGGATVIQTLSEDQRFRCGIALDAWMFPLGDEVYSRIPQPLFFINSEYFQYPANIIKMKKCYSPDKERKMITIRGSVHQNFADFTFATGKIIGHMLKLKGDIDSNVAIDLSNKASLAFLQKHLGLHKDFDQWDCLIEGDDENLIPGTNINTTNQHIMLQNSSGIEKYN
PAD4 inh: human PAD4 inhibitors, primary screen, biochemical, fluorescence polarization, 1536-well format; inhibition, % at 6.36 µM; AID 485272, 2010; Protein-arginine deiminase type-4 (Homo sapiens), Q9UM07; recombinant PAD4, RCA probe fluorescence polarization; 330,000 compounds, 0.41% hits;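 active = percent inhibition above a cutoff equal to the mean of all tested compounds plus 3 SD, cut at about 15% in these data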;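 also: 0% = PAD4 with RCA probe and DMSO and 100% = probe without PAD4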
PAFAH1B2 inh: PAFAH1B2 enzyme inhibitors, primary screen, biochemical, fluorescence polarization, human | Platelet-activating factor acetylhydrolase IB subunit alpha2 (Homo sapiens), P68402 | recombinant PAFAH1B2, FP-rhodamine activity probe | inhibition, % at 3.39 µM | 340,000 compounds, 1.2% hits | AID 492953, 2010;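 active = inhibition above the mean of all tested compounds plus 3 SD, cut at about 24% in these data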;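 also: 0% = enzyme with DMSO and 100% = wells lacking PAFAH1B2; many of its hits are not listed in these tables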
PAFAH2 FP inh: PAFAH2 enzyme inhibitors, primary screen, biochemical, fluorescence polarization, human; Platelet-activating factor acetylhydrolase 2, cytoplasmic (Homo sapiens), Q99487; recombinant PAFAH2, FP-rhodamine activity probe; inhibition, % at 3.39 µM; 340,000 compounds, 0.99% hits; AID 492956, 2010;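 active = inhibition above the mean over all tested compounds plus 3 SD, cut at about 30% in these data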;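 also: inhibitors block probe labeling of enzyme so polarization drops; 0% = enzyme with DMSO and 100% = wells lacking PAFAH2 protein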
LYPLA1 counter: LYPLA1 inhibitors, primary screen, counter-screen for PME1 inhibitor project, biochemical, fluorescence polarization, FP-Rh probe ABPP; inhibition, % at 5.9 µM; AID 2174, 2009; recombinant LYPLA1; Acyl-protein thioesterase 1 (Homo sapiens), O75608; 320,000 compounds, 0.16% hits;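 active = inhibition above the mean of all tested compounds plus 3 SD, set per campaign, cut at about 14% in these data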;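 also: inhibitors block serine hydrolase probe labeling of LYPLA1 so polarization falls; 0% = enzyme with DMSO and 100% = wells lacking LYPLA1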
Target sequence (O75608 whole entry, looked up): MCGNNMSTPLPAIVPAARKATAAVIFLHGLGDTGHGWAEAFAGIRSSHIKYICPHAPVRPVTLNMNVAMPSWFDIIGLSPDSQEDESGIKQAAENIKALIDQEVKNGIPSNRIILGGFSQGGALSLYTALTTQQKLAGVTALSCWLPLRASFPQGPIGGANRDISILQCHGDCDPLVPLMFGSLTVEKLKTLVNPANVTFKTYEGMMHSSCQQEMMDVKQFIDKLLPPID
* hit, by the source's call. An excerpt; rates above refer to the full screens.

How did CCOC(=O)CC(=O)Nc1ccc(Br)cc1C(=O)O do in these assays?
PME-1 inh: -5; PAFAH1B3 inh: -1; Fam108B counter: -3; GSTO1 counter: -3; pPAFAH FP inh: 7; PAD4 inh: -2; PAFAH1B2 inh: 7; PAFAH2 FP inh: 1; LYPLA1 counter: 0

What do the screens show for `Cc1ccc2c(Cl)c(C)c(N3CCCCC3)nc2n1`?
PME-1 inh: -1; PAFAH1B3 inh: -6; Fam108B counter: -3; GSTO1 counter: 1; pPAFAH FP inh: 11; PAD4 inh: -2; PAFAH1B2 inh: 2; PAFAH2 FP inh: 4; LYPLA1 counter: 1

What do the screens show for `COc1ccc(C(=O)c2sc3nc(-c4ccc(OC)cc4)ccc3c2N)cc1`?
PME-1 inh: 5; PAFAH1B3 inh: 0; Fam108B counter: 3; GSTO1 counter: 3; pPAFAH FP inh: -1; PAD4 inh: -5; PAFAH1B2 inh: -1; PAFAH2 FP inh: 16; LYPLA1 counter: -9

Results for Cc1ccc(S(=O)(=O)NNC2=NCCCCC2)cc1 ?
PME-1 inh: 4; PAFAH1B3 inh: 7; Fam108B counter: 2; GSTO1 counter: 6; pPAFAH FP inh: -4; PAD4 inh: 2; PAFAH1B2 inh: 4; PAFAH2 FP inh: -8; LYPLA1 counter: 2

Results for COC(CNC(=O)CSCc1nc(-c2ccc(SC)cc2)oc1C)OC ?
PME-1 inh: 1; PAFAH1B3 inh: -1; Fam108B counter: 1; GSTO1 counter: 3; pPAFAH FP inh: 2; PAD4 inh: 2; PAFAH1B2 inh: 4; PAFAH2 FP inh: -5; LYPLA1 counter: 0

What do the screens show for `O=C(NN1C(=O)C2C(C1=O)C1C=CC2C12CC2)c1ccncc1` (stereo not drawn)?
PME-1 inh: 1; PAFAH1B3 inh: -1; Fam108B counter: 0; GSTO1 counter: 3; pPAFAH FP inh: -1; PAD4 inh: -1; PAFAH1B2 inh: 1; PAFAH2 FP inh: -4; LYPLA1 counter: 3

How did Cc1oc2c(CN(C)C)c(O)ccc2c(=O)c1-c1cscn1 do in these assays?
PME-1 inh: 1; PAFAH1B3 inh: 9; Fam108B counter: 1; GSTO1 counter: 2; pPAFAH FP inh: 8; PAD4 inh: -4; PAFAH1B2 inh: -1; PAFAH2 FP inh: 2; LYPLA1 counter: 2

What do the screens show for `O=C(CCCN1C(=O)/C(=C\c2cccs2)SC1=S)NNC(=O)c1ccncc1`?
PME-1 inh: -11; PAFAH1B3 inh: -7; Fam108B counter: -18; GSTO1 counter: 6; pPAFAH FP inh: 8; PAD4 inh: -9; PAFAH1B2 inh: -2; PAFAH2 FP inh: 3; LYPLA1 counter: -4

What do the screens show for `COc1cc(C(=O)O/N=C2\C=CC(=O)C=C2C)cc(OC)c1OC`?
PME-1 inh: 4; PAFAH1B3 inh: 8; Fam108B counter: -1; GSTO1 counter: 1; pPAFAH FP inh: 7; PAD4 inh: 3; PAFAH1B2 inh: -8; PAFAH2 FP inh: 1; LYPLA1 counter: 0

How did O=[N+]([O-])/C(C(=C(Cl)Cl)N1CCN(Cc2ccccc2)CC1)=C1\NCCN1Cc1ccc(Cl)nc1 do in these assays?
PME-1 inh: -3; PAFAH1B3 inh: 6; Fam108B counter: -4; GSTO1 counter: 19; pPAFAH FP inh: -1; PAD4 inh: -3; PAFAH1B2 inh: -1; PAFAH2 FP inh: 6; LYPLA1 counter: 2

Results for Cc1cc(C(=O)Nc2nnc(C(F)(F)F)s2)no1 ?
PME-1 inh: -2; PAFAH1B3 inh: 5; Fam108B counter: -1; GSTO1 counter: -12; pPAFAH FP inh: 4; PAD4 inh: -2; PAFAH1B2 inh: 5; PAFAH2 FP inh: 1; LYPLA1 counter: -1

Results for CCOc1ccc(N2C(=O)CC(NC3CCN(C(=O)c4ccc(F)cc4)CC3)C2=O)cc1 (stereo not drawn) ?
PME-1 inh: -5; PAFAH1B3 inh: 2; Fam108B counter: -4; GSTO1 counter: 3; pPAFAH FP inh: -2; PAD4 inh: 4; PAFAH1B2 inh: 1; PAFAH2 FP inh: -7; LYPLA1 counter: 1

How did CCCCn1nc(C(=O)Nc2ccccc2N2CCCC2)c2ccccc2c1=O do in these assays?
PME-1 inh: -1; PAFAH1B3 inh: 2; pPAFAH FP inh: 0; PAD4 inh: -6; PAFAH1B2 inh: 3; PAFAH2 FP inh: -7; LYPLA1 counter: -5

What do the screens show for `CC(C)n1c(COc2ccccc2)nc2ccccc21`?
PME-1 inh: 0; PAFAH1B3 inh: 7; Fam108B counter: 3; GSTO1 counter: -1; pPAFAH FP inh: -4; PAD4 inh: -2; PAFAH1B2 inh: 0; PAFAH2 FP inh: 5; LYPLA1 counter: -1

What do the screens show for `CCc1ccc(N(CC(=O)Nc2ccccc2C(=O)N2CCCC2)S(C)(=O)=O)cc1`?
PME-1 inh: -5; PAFAH1B3 inh: 2; Fam108B counter: 3; GSTO1 counter: -3; pPAFAH FP inh: -10; PAD4 inh: 2; PAFAH1B2 inh: -3; PAFAH2 FP inh: -1; LYPLA1 counter: 1

What do the screens show for `Nc1nc2ccc(S(=O)(=O)N3CCCCC3)cc2s1`?
PME-1 inh: 3; PAFAH1B3 inh: 3; Fam108B counter: -2; GSTO1 counter: 17; pPAFAH FP inh: 0; PAD4 inh: 1; PAFAH1B2 inh: -3; PAFAH2 FP inh: 1; LYPLA1 counter: 3

What do the screens show for `CCOC(=O)c1[nH]c(CO)c(C(=O)OCC)c1C`?
PME-1 inh: 2; PAFAH1B3 inh: 10; Fam108B counter: 0; GSTO1 counter: 7; pPAFAH FP inh: 6; PAD4 inh: -5; PAFAH1B2 inh: 7; PAFAH2 FP inh: -6; LYPLA1 counter: -5

What do the screens show for `O=C(c1cccc(F)c1)N1CCC(c2nc3ccccc3s2)CC1`?
PME-1 inh: -7; PAFAH1B3 inh: 1; Fam108B counter: 2; GSTO1 counter: -1; pPAFAH FP inh: -4; PAD4 inh: 7; PAFAH1B2 inh: 1; PAFAH2 FP inh: -6; LYPLA1 counter: -3

Results for CN(CCO)c1ccc(C(C(=O)c2ccccc2)c2ccc(N(C)CCO)cc2)cc1 ?
PME-1 inh: -2; PAFAH1B3 inh: 2; Fam108B counter: 4; GSTO1 counter: 10; pPAFAH FP inh: 4; PAD4 inh: 2; PAFAH1B2 inh: -1; PAFAH2 FP inh: -2; LYPLA1 counter: -2

What do the screens show for `COc1ccccc1NC(=O)N1CCN(c2ccnc3cc(Cl)ccc23)CC1`?
PME-1 inh: -1; PAFAH1B3 inh: 3; Fam108B counter: 0; GSTO1 counter: -2; pPAFAH FP inh: 1; PAD4 inh: -2; PAFAH1B2 inh: 2; PAFAH2 FP inh: -6; LYPLA1 counter: 1

How did Fc1ccc2cnc(-c3cccnc3)cc2c1 do in these assays?
PAFAH1B3 inh: 9; pPAFAH FP inh: -3; PAD4 inh: 0; PAFAH1B2 inh: 12; PAFAH2 FP inh: -3

How did Cc1ccc(-n2c(SC3CCOC3=O)nc3ccccc3c2=O)cc1 (stereo not drawn) do in these assays?
PME-1 inh: 1; Fam108B counter: -4; GSTO1 counter: -5; pPAFAH FP inh: 9; PAD4 inh: -4; LYPLA1 counter: 0

Results for Cc1ccc(N2CC(C(=O)Nc3ccc4c(c3)OCO4)CC2=O)cc1 (stereo not drawn) ?
PME-1 inh: -2; PAFAH1B3 inh: 14; Fam108B counter: 0; GSTO1 counter: 0; pPAFAH FP inh: 2; PAD4 inh: -4; PAFAH1B2 inh: 0; PAFAH2 FP inh: -13; LYPLA1 counter: -5

Results for COc1ccccc1/C=C1\SC(=S)N(CCC(=O)N2CCCCC2CCO)C1=O (stereo not drawn) ?
PME-1 inh: 3; PAFAH1B3 inh: 3; Fam108B counter: 0; GSTO1 counter: 5; pPAFAH FP inh: 14; PAD4 inh: 3; PAFAH1B2 inh: 4; PAFAH2 FP inh: 4; LYPLA1 counter: 6

Results for S=C(NCc1cccs1)Nc1cccc(Cl)c1 ?
PME-1 inh: 6; PAFAH1B3 inh: 10; Fam108B counter: -1; GSTO1 counter: -8; pPAFAH FP inh: -5; PAD4 inh: -1; PAFAH1B2 inh: 6; PAFAH2 FP inh: 3; LYPLA1 counter: -4

Results for CCOCCCNS(=O)(=O)c1ccc2c(c1)oc(=O)n2CC(=O)OCC ?
PME-1 inh: -1; PAFAH1B3 inh: 9; Fam108B counter: 3; GSTO1 counter: -6; pPAFAH FP inh: 1; PAD4 inh: -2; PAFAH1B2 inh: 5; PAFAH2 FP inh: -4; LYPLA1 counter: 3

How did CCC(C)NC(=O)CSc1nnc(-c2ccc(OC)c(OC)c2)c(-c2ccc(OC)c(OC)c2)n1 (stereo not drawn) do in these assays?
PME-1 inh: 6; PAFAH1B3 inh: 4; Fam108B counter: -1; GSTO1 counter: -1; pPAFAH FP inh: 3; PAD4 inh: -1; PAFAH1B2 inh: -3; PAFAH2 FP inh: -8; LYPLA1 counter: -3

How did CN(CC(=O)Nc1ccc(F)cc1)C(=O)CCc1nc2sc3c(c2c(=O)[nH]1)CCCC3 do in these assays?
PME-1 inh: -10; PAFAH1B3 inh: -3; Fam108B counter: -1; GSTO1 counter: -15; pPAFAH FP inh: 12; PAD4 inh: -6; PAFAH1B2 inh: 0; PAFAH2 FP inh: 8; LYPLA1 counter: -5

What do the screens show for `O=C(Nc1ccccc1Oc1ccsc1C(=O)O)c1ccccc1`?
PME-1 inh: -1; PAFAH1B3 inh: 3; Fam108B counter: 1; GSTO1 counter: 1; pPAFAH FP inh: 3; PAD4 inh: 3; PAFAH1B2 inh: -4; PAFAH2 FP inh: -4; LYPLA1 counter: -3

Two neighbouring records out of the list so far:
How did CCOC(=O)CC(=O)Nc1ccc(Br)cc1C(=O)O do in these assays?
PME-1 inh: -5; PAFAH1B3 inh: -1; Fam108B counter: -3; GSTO1 counter: -3; pPAFAH FP inh: 7; PAD4 inh: -2; PAFAH1B2 inh: 7; PAFAH2 FP inh: 1; LYPLA1 counter: 0

What do the screens show for `Cc1ccc2c(Cl)c(C)c(N3CCCCC3)nc2n1`?
PME-1 inh: -1; PAFAH1B3 inh: -6; Fam108B counter: -3; GSTO1 counter: 1; pPAFAH FP inh: 11; PAD4 inh: -2; PAFAH1B2 inh: 2; PAFAH2 FP inh: 4; LYPLA1 counter: 1
